CAL PDZ FP-1 – human CAL PDZ-peptide interaction inhibition | purified CAL PDZ, TMR-peptide fluorescence polarization, 1 h | inhibition, % at 20 µM | AID 504414 | Q9HD26 | 330,000 compounds, 0.02% hits;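 active means highest replicate inhibition of at least 40%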;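 further: plate controls were DMSO neutral control wells for no effect and unlabeled competitor peptide control wells for full effect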
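Test system: purified CerCALP PDZ construct; Compound dosing: one concentration, 20 µM compound; Also added: TMR-labelled reporter peptide T*-PRC34 bound in PDZ groove; Read-out: inhibition from polarization loss; Controls: unlabelled peptide and DMSO controls; Signal: FP readout, S and P plane fluorescence; Incubation: 1 h at RT.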
CAL PDZ FP-2 – inhibitors of human CAL PDZ peptide binding. 300,000 compounds, 0.92% hits. purified CAL PDZ, TMR-peptide fluorescence polarization, 1 h. AID 602252. inhibition, % at 24.9 µM;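 active means mean inhibition of at least 30% with at least half of replicates also reaching 30%; inconclusive means no clear call, values can overlap the other calls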;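 further: 0% = DMSO neutral control and 100% = excess unlabeled competitor peptide PRC23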
MITF act – increases MITF-driven TRPM1 promoter luciferase signal; SK-MEL-5 TRPM1-promoter luciferase, 24 h; % of positive control, neutral wells = 0; activation, % at 12.5 µM; 300,000 compounds, 0.75% hits; AID 588334;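 active means mean activation of at least 80% with every replicate also reaching 80%; inconclusive means mean reaches 80% but some replicate falls short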;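 further: 0% = neutral control wells and 100% = parthenolide positive control wells; values of inactives mirror those of a sister screen read the other way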
SR-BI DiI-HDL act – SR-BI HDL lipid transfer activation. AID 504775. CHO ldlA[mSR-BI] cells, DiI-HDL uptake fluorescence, 3 h; 100 = double the neutral-control signal. 320,000 compounds, 0.096% hits. activation, % at 12.5 µM;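 active means mean replicate activation of at least 60% and every replicate at or above 60%; inconclusive means mean or all-replicate condition met, but not both; inactive means mean below 60% and not all replicates reaching 60%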;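 further: 0% = median plate neutral-control signal and 100% = twice that signal; values of inactives mirror those of a sister screen read the other way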
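Assay system: CHO ldlA[mSR-BI] cells, LDL receptor-null, SR-BI overexpressing; medium: Ham's F12 with 0.5% BSA, HEPES 25 mM, pH 7.4; also added: DiI-HDL 10 µg/mL; timing: 3 h uptake period with compound, 37 °C; signal: DiI fluorescence, bottom read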
PfHsp90 set2 – reduces growth (ATP signal) of yeast expressing P. falciparum Hsp90; S. cerevisiae expressing PfHsp90, BacTiter-Glo ATP, 48 h; yeast lacking PDR1 and PDR3 efflux regulators; inhibition, % at 9.4 µM; 310,000 compounds, 0.32% hits; AID 504621;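 active means every replicate shows inhibition above about 80%, whatever the replicate mean, limit read from the data; inconclusive means mean inhibition reaches the set limit but some replicate falls short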;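 further: 0% = DMSO neutral controls and 100% = 20 µM radicicol positive controls; yeast relying on Plasmodium falciparum Hsp90 in place of its own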
SR-BI HDL uptake – mouse SR-BI HDL lipid transfer inhibition | ldlA[mSR-BI] CHO cells, DiI-HDL uptake fluorescence, 3 h | inhibition, % at 12.5 µM | 320,000 compounds, 0.96% hits;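 active means mean replicate inhibition of at least 70% and a set share of replicates each scoring 70 or more; inconclusive means meets just one of the two criteria; inactive means fails both criteria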;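 further: 0% = median of neutral control wells and 100% = median of positive control wells; values of inactives mirror those of a sister screen read the other way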
Rtt109 HAT inh – C. albicans Rtt109 histone acetyltransferase inhibition. Q5AAJ8. purified Rtt109/Vps75, ThioGlo CoA-SH fluorescence, 4 h. AID 540336. 330,000 compounds, 0.16% hits. inhibition, % at 34.9 µM;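 active means inhibition of at least 50% in every replicate; inconclusive means best replicate reaches 50% inhibition but some replicates fall short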
dFosB act – activators of mouse delta FosB homodimer; P13346; activation, % at 25 µM; purified delta FosB, TAMRA-CDK5 oligo fluorescence polarization; percent of positive-control signal above neutral wells; 340,000 compounds, 0.99% hits; AID 493131;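 active means mean activation above about 17%, with every replicate also reaching it, limit read from the data, passing the limit was not always enough; inconclusive means only one of the two conditions met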;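 further: fluorescence polarization rise as delta FosB binds a TAMRA Cdk5 AP-1 oligo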
PvdQ inh – blocks Pseudomonas aeruginosa PvdQ acylase activity; purified PvdQ acylase, fluorescence plate reader; inhibition, % at 10 µM; 340,000 compounds, 0.063% hits; AID 488965; in the data active means inhibition above about 30%, passing the limit was not always enough; inconclusive means no clear call, values can overlap the other calls;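 further: 0% = vehicle neutral wells and 100% = reference inhibitor wells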
NSD2 HMT inh – inhibitors of human histone methyltransferase NSD2. O96028. NSD2 peptide methylation, AlphaScreen, 120 min. inhibition, % at 12.5 µM. 310,000 compounds, 0.54% hits. AID 743445; in the data active means inhibition above about 50%
Target sequence (O96028 whole entry, looked up): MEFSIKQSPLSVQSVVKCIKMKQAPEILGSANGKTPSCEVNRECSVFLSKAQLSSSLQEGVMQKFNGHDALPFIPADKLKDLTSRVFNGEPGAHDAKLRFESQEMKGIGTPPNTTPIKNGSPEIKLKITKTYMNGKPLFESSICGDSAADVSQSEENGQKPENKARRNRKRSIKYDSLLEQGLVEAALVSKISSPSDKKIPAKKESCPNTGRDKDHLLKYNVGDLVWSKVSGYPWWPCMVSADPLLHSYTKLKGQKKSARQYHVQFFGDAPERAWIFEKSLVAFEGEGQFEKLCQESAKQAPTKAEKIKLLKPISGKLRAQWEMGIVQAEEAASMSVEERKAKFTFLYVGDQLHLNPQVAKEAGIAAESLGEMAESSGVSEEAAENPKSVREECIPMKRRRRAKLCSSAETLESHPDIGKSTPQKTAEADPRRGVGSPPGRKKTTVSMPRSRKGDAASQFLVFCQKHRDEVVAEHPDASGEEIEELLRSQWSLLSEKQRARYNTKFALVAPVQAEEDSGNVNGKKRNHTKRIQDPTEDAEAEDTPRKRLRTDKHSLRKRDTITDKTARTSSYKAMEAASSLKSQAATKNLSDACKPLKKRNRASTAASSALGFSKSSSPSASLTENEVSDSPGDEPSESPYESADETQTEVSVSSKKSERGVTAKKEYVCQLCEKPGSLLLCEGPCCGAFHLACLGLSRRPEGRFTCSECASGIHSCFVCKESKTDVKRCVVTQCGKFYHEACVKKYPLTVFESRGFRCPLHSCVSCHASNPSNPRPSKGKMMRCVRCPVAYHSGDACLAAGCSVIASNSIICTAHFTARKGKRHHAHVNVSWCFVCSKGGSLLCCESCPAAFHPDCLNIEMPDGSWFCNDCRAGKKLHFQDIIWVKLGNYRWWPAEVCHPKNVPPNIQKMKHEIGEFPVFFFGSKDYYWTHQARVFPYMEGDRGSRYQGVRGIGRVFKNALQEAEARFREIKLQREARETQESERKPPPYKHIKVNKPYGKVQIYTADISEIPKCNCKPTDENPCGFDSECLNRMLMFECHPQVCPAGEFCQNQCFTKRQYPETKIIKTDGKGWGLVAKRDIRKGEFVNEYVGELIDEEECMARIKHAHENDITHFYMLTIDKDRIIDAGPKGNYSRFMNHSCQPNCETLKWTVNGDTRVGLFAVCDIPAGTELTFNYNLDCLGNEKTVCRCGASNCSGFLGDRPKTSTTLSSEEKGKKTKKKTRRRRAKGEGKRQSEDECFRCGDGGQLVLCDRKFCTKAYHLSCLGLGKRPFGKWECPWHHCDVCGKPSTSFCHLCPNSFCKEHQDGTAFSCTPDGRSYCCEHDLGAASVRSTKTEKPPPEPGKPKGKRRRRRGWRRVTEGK
An asterisk follows results filed as active; u = inconclusive; x = not tested or not shown.

SMILES	CAL PDZ FP-1	CAL PDZ FP-2	MITF act	SR-BI DiI-HDL act	PfHsp90 set2	SR-BI HDL uptake	Rtt109 HAT inh	dFosB act	PvdQ inh	NSD2 HMT inh
CC(c1nnnn1C1CCCCC1)N(Cc1ccccc1)Cc1cccnc1 (configuration not stated)	x	-4.5	-5.2	23.8	14.6	-23.8	12.8	8.2	-19.4	-1.1
C=CCNC(=O)C1CCC(=O)N1S(=O)(=O)c1ccc(C)cc1 (configuration not stated)	1.4	1.2	x	-11.0	13.3	11.0	0.6	4.6	11.8	-1.4
Cc1ccc(NC(=O)C2Cc3ccccc3CN2C(=O)c2ccco2)cc1S(=O)(=O)N(C)C (configuration not stated)	-0.2	-6.5	12.6	-22.9	-7.2	22.9	4.0	-7.9	-5.7	0.9
CC(Sc1nc(NCc2ccccc2)nc(N2CCOCC2)n1)C(=O)Nc1ccccc1 (configuration not stated)	-0.3	x	2.9	-8.6	-5.0	8.6	-1.7	u	-8.3	-0.8
O=C(NC1CCCCCCC1)NC1CCCCC1	-3.1	-2.3	90.6*	17.4	7.7	-17.4	6.3	2.4	0.2	-0.9
O=C(O)c1cc(-c2ccc(/C=N/NC(=S)Nc3ccccc3)o2)ccc1Cl	-0.1	-4.5	-0.1	-12.9	-7.7	12.9	35.3	-8.8	9.3	49.2
Cc1ccc(C)c(N2CCN(S(=O)(=O)c3ccc4c(c3)CC(C)N4C(=O)C3CC3)CC2)c1 (configuration not stated)	-1.3	2.5	-13.8	2.0	4.8	-2.0	-3.9	-11.9	-6.9	-4.5
O=C1c2ccccc2S(=O)(=O)c2cc(C(=O)N3CCN(c4ncccn4)CC3)ccc21	0.7	7.0	-2.8	10.6	-5.0	-10.6	4.9	2.9	-14.7	x
COc1cccc(CCNC(=O)CC2C(=O)NCCN2Cc2ccc(C)o2)c1 (configuration not stated)	-2.1	-4.0	6.9	7.0	-7.5	-7.0	-31.4	-14.0	3.2	8.1
CC(NC(=O)Nc1ccc(Cl)cc1)C1CCCO1 (configuration not stated)	-3.4	-4.3	25.2	-4.4	4.6	4.4	2.9	1.8	3.3	-3.3
Fc1cc(F)cc(NC(=S)NCCCN2CCOCC2)c1	-0.2	1.9	20.6	21.0	-20.8	-21.0	2.3	3.1	-16.5	0.4
O=C(COC(=O)/C=C/c1ccco1)NCc1ccco1	-1.3	x	-3.3	22.5	1.0	-22.5	-12.9	-1.9	-6.1	5.0
CCc1ccc(OCC(=O)N/N=C(\C)c2ccccc2OC(F)F)cc1	-1.0	-2.1	2.0	-0.9	18.6	0.9	2.1	-8.9	-4.6	-2.2
CCCCNC(=O)C(=O)c1ccccc1NC(C)=O	-0.5	12.2	-4.8	27.6	28.8	-27.6	-5.5	2.9	3.0	2.6
O=C(CNCc1ccccc1)Nc1ccc(Oc2ccccc2)cc1	-1.8	8.3	-1.8	21.9	3.2	-21.9	4.8	-7.5	5.3	0.4
O=C(CCNS(=O)(=O)c1ccccc1)NNC(=O)COc1ccccc1F	-0.1	x	3.8	3.2	5.4	-3.2	-8.2	-1.2	-4.8	1.8
O=c1c2cnn(-c3ccccc3)c2nnn1Cc1ccccn1	-2.8	-1.2	x	11.6	18.1	-11.6	32.1	-1.5	7.9	2.9
COc1ccc([N+](=O)[O-])cc1NC(=O)c1ccc(N2C(=O)CCC2=O)cc1	-1.6	x	9.0	x	6.0	x	-1.9	0.3	-9.4	-7.2
N#Cc1ccc(NC(=O)CSc2nc3[nH]c(=O)cc(O)c3s2)cc1	1.1	-3.7	4.0	14.2	-29.9	-14.2	1.3	6.3	2.8	0.9
CC1CCC(NC(=O)C2COc3ccccc3O2)CC1 (configuration not stated)	-0.9	-1.7	59.5	-14.5	-3.5	14.5	28.7	0.0	6.0	-2.3
Cc1cccc(C)c1NC(=O)CNC(=O)c1c(C)nn(C)c1Cl	-4.5	-3.0	7.3	-0.3	x	0.3	0.0	-3.7	-15.9	-3.1
COc1ccc(CN([C@H](C)CO)S(=O)(=O)N(Cc2ccccc2)[C@H](CO)C(C)C)cc1	-0.6	-1.9	0.3	12.2	-2.7	-12.2	0.7	-5.8	-11.7	x
COc1cc(OC)cc(C(=O)N2CCCC(Nc3ccc(F)cc3)C2)c1 (configuration not stated)	-1.6	6.5	10.5	-11.6	12.5	11.6	-3.9	-4.7	-8.5	2.0
Cc1[nH]n(-c2ccccc2)c(=O)c1C(c1cccc([N+](=O)[O-])c1O)c1c(C)[nH]n(-c2ccccc2)c1=O	-0.3	x	-15.0	-2.1	4.5	2.1	7.6	-7.7	4.0	28.2
COc1cc(/C=N/NC(=S)N/N=C/c2cc(OC)c(OC)c(OC)c2)cc(OC)c1OC	2.6	0.0	33.6	12.0	-5.5	-12.0	5.1	-2.6	16.9	-2.5
CCOC(=O)CN1C(=O)NC2NC(=O)NC21 (configuration not stated)	-1.0	-2.8	1.3	32.5	-3.3	-32.5	1.4	1.7	-20.4	3.0
COc1ccc(C(=O)N2CCN(S(=O)(=O)c3ccc(Br)cc3)CC2)cc1	-2.0	x	-3.0	-8.2	4.7	8.2	4.3	-8.2	-12.8	-4.0
Cc1noc(C)c1C(=O)NCCCN1CCCC1=O	-0.3	2.2	11.6	0.8	-5.2	-0.8	3.1	1.4	-7.8	-2.4
O=C(CN1C(=O)CSc2ccccc21)N1CCc2ccccc21	-1.3	-4.3	-15.0	-2.8	x	2.8	8.5	-3.7	-7.5	-1.8
N#Cc1c(C(F)(F)F)cc(-c2cccs2)nc1SC(C(=O)O)c1ccccc1 (configuration not stated)	-0.3	-3.4	-25.1	12.9	-16.8	-12.9	6.7	-15.5	-2.0	-0.4
COc1ccc(S(=O)(=O)N2CCCCCC2)cc1C(=O)Nc1ccc(C)cn1	-3.0	-6.1	4.0	15.8	-13.5	-15.8	6.6	-0.6	-7.0	-2.2
Cc1cccc2cc(CN(CCN(C)C)C(=S)Nc3ccccc3)c(=O)[nH]c12	-2.3	-0.1	13.9	-6.4	-26.5	6.4	5.7	-5.0	-16.2	3.9
O=C(c1ccc(COc2ccccc2[N+](=O)[O-])o1)N1CCCCC1	-1.1	-7.7	21.1	-12.0	-33.6	12.0	-14.2	13.4	-5.1	3.1
CCCCC1(C)OC(=O)C(=Cc2ccc(-c3ccc(Cl)c(C(=O)O)c3)o2)C(=O)O1 (configuration not stated)	-1.4	1.4	1.3	x	7.6	x	3.2	-12.7	-6.7	11.2
O=C(CSc1nnc(SCc2ccc(Cl)cc2)s1)N/N=C/c1ccccc1C(=O)O	-0.4	-6.9	6.1	3.4	-15.5	-3.4	8.9	-8.4	-0.5	-3.6
CCCC1=C([O-])C2N=CC=CC2=[N+](c2ccccn2)C1=O (configuration not stated)	0.2	-5.5	-6.0	20.8	x	-20.8	-6.1	-1.6	-9.6	1.0
COCCOC(=O)c1c(NC(=O)COC(=O)c2ccc(C)o2)sc(C(N)=O)c1C	-0.8	0.9	-1.1	-16.4	x	16.4	6.1	-10.5	-2.3	1.2
O=C(N/N=C/c1ccc([N+](=O)[O-])cc1)c1cccc2cc[nH]c12	0.5	-5.3	13.2	-31.3	-13.5	31.3	x	4.2	7.0	-2.8
O=C(c1ccc2c(c1)OCO2)N1CCN(c2ccc(C(F)(F)F)cn2)CC1	-0.7	-2.7	0.8	-5.4	4.4	5.4	-3.3	0.0	5.7	-2.8
N#CC(c1ccc(Cl)nn1)c1c(F)cccc1Cl (configuration not stated)	0.2	-0.7	-11.6	-8.4	-3.8	8.4	-0.4	7.7	66.4*	1.2
NC(=O)C1CCCN1 (configuration not stated)	-2.3	-3.5	22.5	23.3	-18.0	-23.3	-4.5	-2.2	-14.6	-0.2
COc1cccc(-c2csc(N3CCN(C(=O)NC45CC6CC(CC(C6)C4)C5)CC3)n2)c1	0.0	-4.3	-1.5	17.2	-25.6	-17.2	-1.3	-17.9	-8.9	x
Cc1ccc(N(CC(=O)Nc2cccc(N(C)S(C)(=O)=O)c2)S(C)(=O)=O)cc1	-0.1	4.5	-12.2	25.9	-6.3	-25.9	12.2	-7.5	-8.7	-0.6
CC(=O)c1cccc(NC(=O)Nc2ccc(C)cc2)c1	-1.9	-1.8	103.7*	x	21.2	23.2	6.7	-4.5	1.6	-2.5
O=Cc1cn(CCOc2ccccc2F)c2ccccc12	-1.3	-2.1	21.4	-2.2	4.7	2.2	1.9	-7.9	-11.6	-0.1
O=C(NCCOc1ccccc1)C(=O)c1c[nH]c2ccccc12	-0.5	7.1	24.6	x	-7.8	x	1.7	-16.6	-4.0	-1.5
Cc1cc(S(=O)(=O)N2CCCC2)ccc1OCC(=O)NCc1ccccc1	-1.4	-13.8	10.3	-11.3	-4.3	11.3	-1.4	-7.5	-3.7	1.6
CC(=O)Nc1ccc(S(=O)(=O)N(C)CC(=O)Nc2ccccc2N2CCOCC2)cc1	-1.0	0.2	3.1	x	17.3	x	-1.8	-5.3	-9.4	-0.5
CCCC(=O)Nc1nnc(CCc2ccccc2)s1	-0.4	-0.1	x	-13.0	-28.7	13.0	3.3	-9.6	-6.1	-1.1
O=C(N/C=N/OCc1ccc(Cl)cc1Cl)NOCc1ncc(C(F)(F)F)cc1Cl	-0.4	-3.9	-7.7	-83.1	-39.1	83.2*	-6.6	-1.8	-14.3	-1.0
Cc1cc2cc(CNC(=S)NC3CCCCC3)ccc2[nH]1	-1.2	x	-18.8	14.4	17.3	-14.4	1.8	-11.6	-8.5	-0.2
Cc1cccc(N(C)C(=O)c2cc(S(=O)(=O)N3CCc4ccccc43)cn2C)c1	-1.1	x	x	7.6	0.1	-7.6	3.2	-10.4	-1.5	x
COc1ccc2nc(C)cc(N/N=C/c3ccc(F)cc3)c2c1	-5.9	6.6	x	-14.8	-15.6	14.8	1.2	-19.9	-11.6	x

Part of the list above, in markdown:
| Compound | CAL PDZ FP-1 | CAL PDZ FP-2 | MITF act | SR-BI DiI-HDL act | PfHsp90 set2 | SR-BI HDL uptake | Rtt109 HAT inh | dFosB act | PvdQ inh | NSD2 HMT inh |
| --- | --- | --- | --- | --- | --- | --- | --- | --- | --- | --- |
| COc1cccc(-c2csc(N3CCN(C(=O)NC45CC6CC(CC(C6)C4)C5)CC3)n2)c1 | 0.0 | -4.3 | -1.5 | 17.2 | -25.6 | -17.2 | -1.3 | -17.9 | -8.9 | x |
| Cc1ccc(N(CC(=O)Nc2cccc(N(C)S(C)(=O)=O)c2)S(C)(=O)=O)cc1 | -0.1 | 4.5 | -12.2 | 25.9 | -6.3 | -25.9 | 12.2 | -7.5 | -8.7 | -0.6 |
| CC(=O)c1cccc(NC(=O)Nc2ccc(C)cc2)c1 | -1.9 | -1.8 | 103.7* | x | 21.2 | 23.2 | 6.7 | -4.5 | 1.6 | -2.5 |

Source: PubChem (Broad Institute)
